Assay outcomes from PubChem.
Sm TGR inh = S. mansoni TGR enzyme inhibition | purified TGR, DTNB reduction, TNB absorbance 405 nm | Potency, µM (titrated, usually from 114 µM), without a hit: top-dose activity change, negative = inhibition, usual class: inhibitors | hit rate 3% among 360,000 | AID 485364; further: potency means the concentration at half of the fitted maximal effect; nearly all actives have a fitted effect of over 60% in size
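Kinetic colorimetric format: TGR-catalysed, NADPH-driven DTNB reduction monitored via TNB absorbance. Enzyme dispensed at 20 nM; compound exposure 15 min at room temperature before reaction start.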
AmpC detergent = AmpC beta-lactamase inhibition with detergent present; P00811; AmpC hydrolysis of nitrocefin, absorbance 480 nm, 0.01% Triton; Potency, µM (series often up to 114 µM), without a hit: at the highest dose activity change, negative = inhibition, actives largely listed as inhibitors; hit rate 0.041% among 370,000; AID 485294;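 further: potency means the concentration at half of the fitted maximal effect; 0% = no-compound wells and -100% = no-enzyme wells; nearly all actives have a fitted effect of over 25% in size; some results filed as inactive show a strong effect at the top dose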
Target sequence (P00811 whole entry, looked up): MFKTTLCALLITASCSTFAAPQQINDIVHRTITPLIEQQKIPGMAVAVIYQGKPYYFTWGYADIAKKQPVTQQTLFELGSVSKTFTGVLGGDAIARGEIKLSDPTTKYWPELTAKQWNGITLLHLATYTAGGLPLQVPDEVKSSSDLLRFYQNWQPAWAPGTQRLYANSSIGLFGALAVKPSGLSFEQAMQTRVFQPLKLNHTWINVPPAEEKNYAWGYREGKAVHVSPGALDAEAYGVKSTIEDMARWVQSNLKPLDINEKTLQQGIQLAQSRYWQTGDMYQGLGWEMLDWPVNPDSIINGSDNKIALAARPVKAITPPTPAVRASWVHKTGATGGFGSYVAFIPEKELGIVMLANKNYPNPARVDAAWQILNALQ
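AmpC (5.3 nM in the dispensed reagent) in 20 mM phosphate pH 7.0 with 0.01% (detergent screen) or 0.0001% Triton X-100 was preincubated with compounds for 15 min at room temperature. Nitrocefin was then added from an 800 uM solution, and hydrolysis was followed at 480 nm.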
Giardia FBPA inh = blocks Giardia fructose-bisphosphate aldolase activity; A8B2U2; purified Giardia FBPA; Potency, µM (highest dose often 59.6 µM), for the others: at the highest dose activity, negative = inhibition, actives largely listed as inhibitors; hit rate 0.71% among 290,000; further: potency means the concentration at half of the fitted maximal effect; nearly all actives have a fitted effect of over 55% in size
Target sequence (A8B2U2 whole entry, looked up): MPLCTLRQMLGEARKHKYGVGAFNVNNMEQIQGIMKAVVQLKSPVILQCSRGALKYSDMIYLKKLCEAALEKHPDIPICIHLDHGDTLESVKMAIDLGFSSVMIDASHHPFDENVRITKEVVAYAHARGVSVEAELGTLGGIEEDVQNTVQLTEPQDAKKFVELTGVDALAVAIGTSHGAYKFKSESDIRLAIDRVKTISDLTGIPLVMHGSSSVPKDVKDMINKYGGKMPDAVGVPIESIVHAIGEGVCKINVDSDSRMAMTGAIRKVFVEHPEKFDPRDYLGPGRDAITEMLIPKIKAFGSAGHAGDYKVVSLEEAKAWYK
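Giardia FBPA (40 nM reagent) was preincubated 10 min at RT with compound (up to 57.5 uM final), then substrate plus GAPDH/TPI/NAD/arsenate coupling system with diaphorase/resazurin was added; resorufin fluorescence (525/598 nm) was read after 20 min.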
AMA1 RON2 block = inhibitors of Plasmodium falciparum AMA1-RON2 interaction; AlphaScreen AMA1-biotinylated RON2 peptide binding; Potency, µM (titrated, usually from 58.2 µM), for inactives: at the top dose activity change, negative = inhibition, hits mostly inhibitors; hit rate 0.2% among 360,000;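 further: potency means the concentration at half of the fitted maximal effect; 0% = vehicle wells and -100% = peptide control; nearly all actives have a fitted effect of over 45% in size; some results filed as inactive show a strong effect at the top dose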
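AMA1 (3D7) with his tag at 25 nM final met compounds first, then biotinylated RON2 peptide at 25 nM; detection used donor plus acceptor beads, 10 µg/mL apiece, read by AlphaScreen after 30 min at room temperature.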
HCMV inh = blocks human cytomegalovirus replication | HFF cells, HCMV-luciferase reporter, 72 h; active compounds read low | activity change, negative = inhibition, % at 57.5 µM | hit rate 4.5% among 410,000 | AID 1259415; in the data active means activity change below about -60%; inconclusive means no clear call, values can overlap the other calls; inactive means above about -39%
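Compounds were evaluated in HFFs infected with an HCMV luciferase reporter virus (MOI 1 PFU/cell). Luciferase in lysates collected 72 h post infection served as the replication measure.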
HCV inhibitor = inhibitors of hepatitis C virus infection; Huh7.5.1 HCVcc-Cre infection, luciferase reporter, 44 h; Potency, µM (highest dose often 41.8 µM), inactives show at the top dose activity change, negative = inhibition, usual class: inhibitors; hit rate 3.4% among 340,000; AID 651820; further: potency means the concentration at half of the fitted maximal effect
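1,000 cells/well; 4 h culture; + compound; + HCVcc-Cre (~0.5 moi); 44 h; luciferase substrate, RT 15 min; read 15 sec.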
Numbers without * were called inactive; ? = inconclusive; / = no result given; & = joins results of further samples; [ ] = remark or other dose. Unless noted, the call rests on the fitted dose curve; in most records, active means well fitted curve in the direction sought with a large enough effect; inconclusive means small, poorly fitted or top-dose-only effect, or another doubt; inactive means no such curve, though single readings can be large; an effect the other way counts as inactive or inconclusive. Unless noted, on the % scale 0 is the no-effect control and ±100 the full control effect. Not a hit list; any-hit rate near 9.3%.

mol | Sm TGR inh | AmpC detergent | Giardia FBPA inh | AMA1 RON2 block | HCMV inh | HCV inhibitor
CC1=CC(=C(C#N)C#N)C=C(C)N1CCN1CCN(C(=O)Nc2cccc(Cl)c2)CC1 | -4% | -14% | 4% | 4% | -1 | -2%
CCN(CC)CCCN1C(=O)c2oc3ccccc3c(=O)c2C1c1cccs1 (stereo unspecified) | -18% | 0% | -2% | / | / | -16%
COc1ccc(CCNC(=O)CC2SC(=Nc3cc(C)cc(C)c3)NC2=O)cc1OC (stereo unspecified) | ? | 3% | 7% | -7% | 38 | -16%
COc1cccc(NC(=O)c2ccccc2Oc2ccccc2)c1 | -1% | ? | 5% | 7% | -28 | ?
CC(CNC(=O)c1cc(COc2c(F)cccc2F)on1)c1ccccc1 (stereo unspecified) | -9% | 6% | / | 14% | 34 | -12%
CCCCCC1=NN2C(=O)CC(=O)N=C2S1 | 11% | 4% | 5% | 27% | -26 | 14%
CCC(=O)N1CCc2cc(S(=O)(=O)CCC(=O)Nc3ccc(OC)cc3)ccc21 | -12% | -2% | / | 5% | 29 | 10%
COc1cccc(CNC(=O)CSc2nc(=O)n(Cc3ccncc3)c3c2CCC3)c1 | -2% | -8% | / | 19% | ? | -19%
CCOC(=O)C1(CCOc2ccccc2)CCN(Cc2ccccc2OC)CC1 | -32% | -7% | 11% | -5% | -9 | ?
CC(C)(Oc1ccc(Cl)cc1)C(=O)O/N=C(\N)c1ccncc1 | 3% | 3% | 6% | -3% | ? | 10%
COc1ccc(NC(=O)CNC(=O)Cc2cccc3ccccc23)c(OC)c1 | -8% | ? | / | 9% | -17 | ?
COc1cc(/C=C/C(=O)N2CCCc3ccccc32)cc(OC)c1OC | -22% | -5% | 12% | -11% | 1 | -12%
O=C(Cn1nc(-c2ccccc2Cl)ccc1=O)Nc1ccc(Br)cc1 | 23% | 3% | 0% | 4% | -23 | 9%
O=C(Cc1ccccc1)c1ccc(Cl)cc1 | -4% | 2% | 3% | 42%[activator] | -34 | 18%
O=[N+]([O-])c1ccc(N2CCNCC2)cc1NCc1ccco1 | -7% | -11% | 3% | -6% | -18 | ?

2 entries from above, with values under each structure.
Results follow in this order: Sm TGR inh, AmpC detergent, Giardia FBPA inh, AMA1 RON2 block, HCMV inh, HCV inhibitor
O=C(Cc1ccccc1)c1ccc(Cl)cc1
  -4%, 2%, 3%, 42%[activator], -34, 18%
O=[N+]([O-])c1ccc(N2CCNCC2)cc1NCc1ccco1
  -7%, -11%, 3%, -6%, -18, ?

Structures shown so far containing nitrogen in an aromatic ring (4):
mol | Sm TGR inh | AmpC detergent | Giardia FBPA inh | AMA1 RON2 block | HCMV inh | HCV inhibitor
CC(CNC(=O)c1cc(COc2c(F)cccc2F)on1)c1ccccc1 (stereo unspecified) | -9% | 6% | / | 14% | 34 | -12%
COc1cccc(CNC(=O)CSc2nc(=O)n(Cc3ccncc3)c3c2CCC3)c1 | -2% | -8% | / | 19% | ? | -19%
CC(C)(Oc1ccc(Cl)cc1)C(=O)O/N=C(\N)c1ccncc1 | 3% | 3% | 6% | -3% | ? | 10%
O=C(Cn1nc(-c2ccccc2Cl)ccc1=O)Nc1ccc(Br)cc1 | 23% | 3% | 0% | 4% | -23 | 9%

Returning to the listing, starting 2 compounds before the break.
mol | Sm TGR inh | AmpC detergent | Giardia FBPA inh | AMA1 RON2 block | HCMV inh | HCV inhibitor
O=C(Cc1ccccc1)c1ccc(Cl)cc1 | -4% | 2% | 3% | 42%[activator] | -34 | 18%
O=[N+]([O-])c1ccc(N2CCNCC2)cc1NCc1ccco1 | -7% | -11% | 3% | -6% | -18 | ?
Cc1c(C)n(Cc2ccccc2)c2ccc(C(=O)OCCCN(C)C)cc12 | 31% | 5% | -1% | ? | -63* | ?
COc1ccc(N2CCN(Cc3cc(=O)oc4ccc(OC)cc34)CC2)cc1 | 1% | 25% | / | / | 5 | /
COc1ccccc1N1CCN(S(=O)(=O)c2ccc(-c3ccno3)cc2OC)CC1 | -7% | -6% | / | / | -17 | /
CCC(=O)c1ccc(OC(=O)c2cccs2)cc1 | / | / | / | 10% | 0 | 14%
CCC/C(O)=C1\C(=O)CCCC1=NCCc1c(C)[nH]c2ccc(OC)cc12 | -1% | -2% | 19% | 0% | -39 | 8%
CC(NC(=S)NC1CCCCC1)C(c1ccccc1)N1CCOCC1 (stereo unspecified) | -17% | -9% | -3% | 9% | -24 | -2%
CN(C)CCN(Cc1ccccc1)C(=O)[C@H](Cc1ccccc1)N1C(=O)c2ccccc2C1=O | -6% | -11% | 11% | -11% | 9 | 7%
Cc1ccc(-c2csc3ncn(CC(=O)O)c(=O)c23)cc1C | -7% | -2% | 1% | -5% | -31 | 7%
C/C(=N/NC(=O)c1ccco1)c1cccc(NC(=O)c2ccc(C)s2)c1 | -5% | ? | -19% | 27% | 9 | -1%
COc1cc2cc(CN(CCN3CCCC3)C(=O)Nc3ccccc3Cl)c(=O)[nH]c2cc1OC | ? | -5% | -12% | 20% | -8 | -4%
CCOC(=O)c1cnc2c(c(C)nn2C)c1Oc1ccc(Cl)cc1 | 6% | 5% | 2% | 16% | -11 | -30%
CCC1(C)Cc2c(sc3nc(SC)n(Cc4ccccc4)c(=O)c23)CO1 (stereo unspecified) | -2% | -14% | 0% | 1% | 29 | -23%
C/C(=N\NC(=O)C1CC1)c1cccnc1 | 29% | ? | -2% | 11% | -38 | 14%
CC1CCCC(NC(=O)C2CCN(S(=O)(=O)N3CCOCC3)CC2)C1C (stereo unspecified) | -19% | 3% | 5% | 3% | 23 | 12%
O=S(=O)(O)c1nc2ccccc2n1Cc1ccc(Cl)cc1 | -2% | ? | 24% | -8% | 54 | 29%
CC(C)c1ccc(C2N3CC4([N+](=O)[O-])CN2CC([N+](=O)[O-])(C3)C4(C)C)cc1 (stereo unspecified) | 3% | ? | 3% | 3% | -14 | -2%
Cc1nc(SCc2ccccc2F)c2oc3ccccc3c2n1 | -7% | -5% | -5% | -24% | ? | 15%
CCN1CCN(C(=O)CN(Cc2ccccc2)S(C)(=O)=O)CC1 | 0% | ? | 4% | 0% | 32 | 7%
CC(C)CN(CC(C)C)S(=O)(=O)c1ccc(C(=O)Nc2sc3c(c2C(N)=O)CC(C)(C)NC3(C)C)cc1 | 8% | 0% | / | / | -97* | /
COc1ccc(CNC(=O)C2=CC(c3ccc(OC)c(OC)c3)=NS(=O)(=O)N2C)cc1 | -7%&-7% | -12%&-5% | -5% | 13% | -19&4 | -21%
CCCCC(=O)N(c1ccc(C(=O)O)cc1)c1nc(-c2ccc(Cl)cc2)c(CC)s1 | / | -5% | 4% | 5% | -15 | 2%
NCCc1nnc(SCC(=O)Nc2cccc(Cl)c2)o1 | -6% | -15% | / | 62%[activator] | -28 | 9%
CC(OC(=O)CN1C(=O)c2ccccc2C1=O)C(=O)NC1CCCC1 (stereo unspecified) | 9% | 3% | / | 3% | 21 | 14%
CCCCN(C)c1c(N2CCC(C(=O)OCC)CC2)c(=O)c1=O | -3% | 2% | 10% | 0% | -5 | 3%
COC(=O)c1scc(C)c1N/N=C(\C)c1ccc(F)cc1F | 5% | -8% | -2% | 3% | 0 | -46%
CCOc1cccc(C2NC(=S)NC(C)=C2C(=O)Nc2ccccc2)c1 (stereo unspecified) | -5% | -10% | 2% | -3% | -9 | -17%
Cc1nc(-c2cccc(Cl)c2)n[nH]1 | 12% | -3% | -1% | -6% | -19 | -1%
Cc1cc([N+](=O)[O-])ccc1NC(=O)Cc1ccc(F)cc1 | -3% | -1% | -1% | 9% | 16 | -5%
O=C(COC(=O)c1ccc(O)cc1)Nc1ccc2[nH]c(=O)[nH]c2c1 | -1% | -15% | / | 2% | -12 | 11%
O=C(NCc1ccco1)c1ccc2ccccc2c1 | -35% | -8% | -10% | 3% | 19 | -1%
Cc1cccc(N(CC(=O)N2CCOCC2)S(C)(=O)=O)c1C | 1% | -11% | 2% | 2% | 5 | 5%
Cn1c(=O)c(C(=O)NC2CCCCCC2)c(O)c2ccccc21 | 15% | -4% | -4% | 7% | 59 | 5%
COc1cccc(C(=O)Nc2ccc(C(=O)OCc3cc(=O)n4nc(C5CC5)sc4n3)cc2)c1 | -4% | 9% | / | / | 43 | /
CC(=O)N1CCC(C(=O)Nc2ccc(S(=O)(=O)N3CCC(C)CC3)cc2)CC1 | -15% | -1% | / | 1% | 7 | -4%
COc1ccc(C(CC(=O)O)NC(=O)c2cc3ccccc3oc2=O)cc1OC (stereo unspecified) | 0% | 0% | / | / | 18 | /
COc1ccccc1CC(=O)Nc1cc(C)ccn1 | 89% | ? | 9% | -7% | 16 | 6%
COc1ccc(CNS(=O)(=O)c2ccc(S(=O)(=O)NC3CC3)cc2)cc1 | -11% | -2% | 1% | 7% | -9 | 4%
CCCCCNC(=O)CCCCn1c(=O)[nH]c2cc(OCC)c(OCC)cc2c1=O | 12% | 2% | 1% | 1% | 6 | 19%
Cc1ccccc1-c1nnn(Cc2cccc(S(=O)(=O)N3CCOCC3)c2)n1 | 1% | -1% | / | 16% | ? | ?
COc1cccc(N2C(=O)[C@H]3C(C(=O)c4cnccn4)=NN[C@H]3C2=O)c1 | 45µM* | -12% | ? | 45%[activator] | -3 | 15%
CCOC(=O)[C@H]1[C@H]2COc3ccc(Cl)cc3[C@@H]2N2C(=O)CN(Cc3ccc(C)cc3)C(=O)[C@@]12C | 0% | -1% | / | -4% | 2 | ?
CCCn1c(N)c(N(CCOC)C(=O)Cc2ccc(S(=O)(=O)N3CCOCC3)s2)c(=O)[nH]c1=O | -20% | -11% | / | 12% | -16 | 0%
O=C(c1sc2ccccc2c1Cl)N(Cc1ccccc1)C1CCS(=O)(=O)C1 (stereo unspecified) | 3% | 4% | / | 6% | 22 | 15%
O=C(c1cc(COc2ccc(F)cc2F)on1)N1CCSCC1 | 15% | ? | 6% | -2% | 10 | 1%
CCN1CCN(C(CNS(=O)(=O)c2ccc(C)cc2)c2cccnc2)CC1 (stereo unspecified) | 0% | 1% | / | -2% | 49 | 24%

Next section, starting with the last two of the part before.
mol | Sm TGR inh | AmpC detergent | Giardia FBPA inh | AMA1 RON2 block | HCMV inh | HCV inhibitor
O=C(c1cc(COc2ccc(F)cc2F)on1)N1CCSCC1 | 15% | ? | 6% | -2% | 10 | 1%
CCN1CCN(C(CNS(=O)(=O)c2ccc(C)cc2)c2cccnc2)CC1 (stereo unspecified) | 0% | 1% | / | -2% | 49 | 24%
O=C(NNC(=O)c1ccccc1C(F)(F)F)c1csc(N2CCOCC2)n1 | -1% | 0% | / | 55%[activator] | 7 | /
COc1ccc(CCN(C)C(=O)CNC(=O)c2ccccc2F)cc1OC | 3% | 11% | 2% | -4% | -5 | 9%
Cc1cnc(C(=O)OCC(=O)Nc2cc(S(=O)(=O)N3CCOCC3)ccc2Cl)cn1 | / | / | / | 15% | 12 | 21%
COc1ccc(CNC(=O)CCn2cccn2)cc1 | 8% | 7% | / | / | 21 | /
CCOc1ccc2nc(NCCO)[nH]c2c1 | 2% | ? | -5% | -5% | 23 | 17%
CC(=O)N/C(=C\c1ccccc1)C(=O)OC(C)C(=O)c1ccccc1 (stereo unspecified) | -2% | -15% | / | -6% | -27 | 16%
